DUSP3 inh – DUSP3 (human) phosphatase inhibition. P51452. recombinant VHR phosphatase, pNPP absorbance. inhibition, % at 13.3 µM. 290,000 tested, 0.52% active. AID 1654; in the data active = inhibition above about 50%; also: some compounds called inactive have numbers as strong as hits
Yp Topo-I inh – inhibitors of Yersinia pestis topoisomerase I; Y. pestis Topo-I cleavage product accumulation, plate reader; activity, % at 10 µM; 360,000 tested, 0.064% active; in the data active = activity above about 50%, passing the limit was not always enough; inconclusive = no clear call, values can overlap the other calls; also: inactives centre near 2
Vc quorum ag – induces V. cholerae light production without autoinducers; V. cholerae BH1578 lux reporter, luminescence, 6 h; activation, % at 18.7 µM; 350,000 tested, 0.16% active; AID 588436; in the data active = activation mostly above about 9.7%, no sharp cut-off; inconclusive = no clear call, values can overlap the other calls; inactive = mostly below about 3.7%; also: not every result past the cut was called active; inactives centre near 0; reference of the scale not given here
SSB-PriA inh – K. pneumoniae PriA-SSBct interaction inhibition | inhibition, % at 33 µM | 430,000 tested, 0.6% active | AlphaScreen SSBct-PriA binding, biotinylated peptide; in the data active = inhibition mostly above about 37%, no sharp cut-off; inactive = mostly below about 20%;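 also: plate controls were negative control peptide for no effect and reference peptide for full effect; strong numbers were not always called active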
CCHF vOTU inh – CCHFV vOTU protease inhibition; Pep-AMC fluorescence; inhibition, % at 11.5 µM; 370,000 tested, 0.55% active; AID 651958; in the data active = inhibition above about 30%; also: 0% = vehicle wells with enzyme and 100% = no enzyme wells
3CLpro inhibitor – SARS-CoV 3CLpro protease inhibition. recombinant SARS-CoV 3CLpro, quenched FRET peptide cleavage. P0C6X7. AID 1706. 290,000 tested, 0.14% active. inhibition, % at 6 µM; in the data active = inhibition above about 12%
PfHsp40 rescue – compounds rescuing yeast from Plasmodium falciparum HSP40 toxicity. 340,000 tested, 0.68% active. growth rescue, % at 12.5 µM. S. cerevisiae expressing PfHsp40, growth rescue, ATP luminescence; in the data active = growth rescue above about 28%, passing the limit was not always enough; inconclusive = no clear call, values can overlap the other calls;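 also: yeast W303a lacking pdr1 and pdr3 grown in galactose medium; growth measured after three days at 30 °C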
BoNT-A LC inh2 – blocks Botulinum neurotoxin A light chain protease; multiplex microsphere protease substrate cleavage, flow cytometry; inhibition, % at 10 µM; 360,000 tested, 0.17% active; AID 588499; also: plate controls were buffer without enzyme for full effect and enzyme alone for no effect
Anthrax LF prot – anthrax lethal factor protease inhibition; P15917; multiplex microsphere protease cleavage assay, LF; inhibition, % at 10 µM; 360,000 tested, 0.12% active; AID 588501; also: plate controls were buffer without enzyme for full effect and enzyme alone for no effect
TcdB GH inh – TcdB glycohydrolase inhibition | AID 652162 | inhibition, % at 9.99 µM | 350,000 tested, 0.24% active | TcdB glycohydrolase enzymatic assay, plate reader | P18177; in the data active = inhibition above about 10%
An asterisk follows results filed as active; i = inactive; ? = inconclusive; . = no result given. Rule as the data show it, unless noted: active = inhibition above about 30%; inconclusive = no clear call, values can overlap the other calls; inactive = below that. Some of the compounds tested (hit frequency here may not be typical).

Compound	Yp Topo-I inh	Vc quorum ag	SSB-PriA inh	BoNT-A LC inh2	DUSP3 inh	Anthrax LF prot	3CLpro inhibitor	PfHsp40 rescue	TcdB GH inh	CCHF vOTU inh
CC(=O)Oc1ccc(C)cc1-n1nc2ccccc2n1	4.4	i	-33.0	0.7	3.3	-4.4	-6.7	7.6	.	-5.6
CSC[C@H]1CN(CCc2ccccc2)C(=O)[C@@H]1CC(=O)Nc1ccc(Br)cc1	28.6	-0.4	.	0.0	.	3.2	.	.	1.5	14.1
O=C(Nc1cc(=O)[nH]c2nc(-c3ccccc3)nn12)c1ccc(Cl)cc1	.	.	4.4	.	21.3	.	-4.3	.	2.1	-15.1
Nc1ccccc1Nc1ccncc1[N+](=O)[O-]	4.3	i	-11.0	-0.2	-11.7	-3.9	0.6	1.4	.	-5.5
CCn1c(COc2ccc3c(c2)CCCC3)nnc1SCC(=O)Nc1ccc(C(=O)OC)cc1	23.3	-0.6	-9.5	-0.8	13.3	0.9	2.3	-0.8	.	-2.1
CCOc1cc(/C=N/n2cnnc2)ccc1OCC(=O)Nc1ccccc1OC	-5.5	i	.	-0.2	35.9	2.9	-3.4	1.9	.	8.2
CC1CCC(NC(=O)C2CCC(CNc3c(N4CCCCC4)c(=O)c3=O)CC2)CC1 (stereo unspecified)	-5.9	-0.4	-9.7	-0.5	23.3	-2.8	1.3	-0.6	1.0	-5.3
O=S(=O)(Nc1ccccc1C(F)(F)F)c1ccc(-c2ccccn2)s1	4.1	-1.0	-5.2	0.0	20.7	-2.8	2.0	27.9*	2.2	3.8
CCc1ccc(N2C(=O)c3sc4nnc(C)c(=O)n4c3C2=O)cc1	0.4	11.1	-10.6	3.4	6.4	-1.0	3.5	-0.6	.	0.2
CCOc1ccc(NC(=O)Nc2cc(-c3ccccc3)sc2C(=O)OC)cc1	-8.5	-0.3	-6.1	-1.4	11.9	-3.8	-3.3	0.4	-0.8	-8.0
CC[N+]1(CC(O)COC2CC(C)CC(C)(C)C2)CCOCC1 (stereo unspecified)	-10.0	-0.2	-10.6	0.6	-8.7	-5.8	3.3	-1.1	0.5	-5.0
Cc1ccsc1/C=N/n1cnnc1	-5.2	-0.2	i	.	33.8	.	2.4	0.7	3.6	6.0
CCN(c1ccccc1)S(=O)(=O)c1ccc(Cl)c(NC(=O)CSc2nncn2C)c1	-0.3	i	-18.0	0.0	-0.2	0.2	3.9	0.5	.	1.5
CCN(CC(=O)Nc1c(F)cccc1F)C(=O)C1(c2ccccc2)CC1	-4.3	i	-6.1	0.9	33.5	2.6	-1.4	1.4	0.3	-5.1
Cc1onc(-c2ccccc2Cl)c1C(=O)NCc1nnnn1-c1ccc(F)cc1	4.4	-0.4	-23.3	.	.	.	.	0.7	1.9	0.6
O=c1[nH]c2ccccc2nc1Cc1ccc([N+](=O)[O-])cc1	2.4	i	-1.0	4.1	31.7	6.3	-1.6	-0.4	0.1	11.4
Cc1ccc(NC(=O)N(Cc2cc3cc(C)cc(C)c3[nH]c2=O)CC2COCCO2)cc1 (stereo unspecified)	7.5	1.4	-19.3	-0.3	-10.1	-3.1	-0.9	-0.3	0.5	-5.0
O=C(NCC(c1ccco1)N1CCN(c2ccc(F)cc2)CC1)C(=O)NC1CCCCC1 (stereo unspecified)	3.3	2.3	-4.7	-0.5	.	1.2	.	-1.9	1.5	-9.8
O=C(Nc1ccccc1N1CCCC1)c1ccc2ccccc2c1	22.5	-2.6	31.7	.	20.4	.	-1.1	1.6	0.6	14.1
CN(C)S(=O)(=O)c1ccc(C(=O)NCC(c2cccs2)N2CCOCC2)cc1 (stereo unspecified)	0.3	-0.7	-3.9	3.1	.	-1.2	.	-1.4	-0.4	2.1
O=C(C=Cc1ccco1)c1ccc2ccccc2c1	7.2	-1.0	1.7	0.7	.	-3.2	.	0.8	-1.3	-4.1
COc1cccc(NC(=O)CN2C(=O)NC(C)(C3CC3)C2=O)c1 (stereo unspecified)	-4.8	i	-1.5	-1.5	.	4.2	.	0.5	0.0	-6.7
CC12CCC(C(=O)N(c3cccc(Cl)c3)C1=O)C2(C)C (stereo unspecified)	-1.5	-0.3	-10.3	-0.1	10.3	-2.0	-7.7	0.9	1.5	-8.3
O=C(OCc1ccc(F)cc1)c1ccc2c(c1)-c1ccccc1C2=O	8.3	i	0.6	3.1	23.5	2.2	0.6	0.7	.	-2.3
CCCn1c(N)c(C(=O)NS(=O)(=O)c2ccc(C)cc2)c(=O)n(C)c1=O	-6.0	0.1	-1.7	0.4	10.3	-0.1	0.9	1.4	0.8	7.2

The last three compounds of the part before open the next one.
Compound	Yp Topo-I inh	Vc quorum ag	SSB-PriA inh	BoNT-A LC inh2	DUSP3 inh	Anthrax LF prot	3CLpro inhibitor	PfHsp40 rescue	TcdB GH inh	CCHF vOTU inh
CC12CCC(C(=O)N(c3cccc(Cl)c3)C1=O)C2(C)C (stereo unspecified)	-1.5	-0.3	-10.3	-0.1	10.3	-2.0	-7.7	0.9	1.5	-8.3
O=C(OCc1ccc(F)cc1)c1ccc2c(c1)-c1ccccc1C2=O	8.3	i	0.6	3.1	23.5	2.2	0.6	0.7	.	-2.3
CCCn1c(N)c(C(=O)NS(=O)(=O)c2ccc(C)cc2)c(=O)n(C)c1=O	-6.0	0.1	-1.7	0.4	10.3	-0.1	0.9	1.4	0.8	7.2
CC(C)(C)OC(=O)Cn1c(=O)cnc2ccccc21	2.2	.	-11.6	-0.2	16.6	-0.2	-1.2	-1.5	-1.8	-7.0
COc1cccc(CN2CCN(Cc3cc(OC)c(OC)c(OC)c3)CC2)c1OC	-16.6	-0.6	-4.9	-0.9	-0.7	-4.2	2.4	-1.8	0.4	-6.6
COc1ccccc1N(Cc1ccccc1)S(=O)(=O)c1cc(C(=O)O)ccc1Cl	9.2	-0.2	3.4	-0.2	5.3	-6.1	4.7	0.4	-5.9	8.4
O=C(NNC(=O)c1ccc(F)cc1F)c1ccc2c(c1)OCO2	10.5	-0.4	-11.8	-1.5	22.3	7.2	5.9	0.1	0.8	-13.5
COc1ccccc1C(=O)COC(=O)CCN=C1NS(=O)(=O)c2ccccc21	3.6	-0.9	-6.6	-0.1	.	4.1	.	0.1	1.4	11.5
O=C(Nc1cc(C(F)(F)F)ccc1N1CCOCC1)c1cccnc1	8.8	i	-5.9	?	6.5	-1.5	1.4	-2.2	.	1.3
Cc1cccc(C)c1NC(=O)CSCC(=O)O	2.3	3.4	-25.0	0.2	-11.6	3.7	-2.3	0.7	.	-14.6
COc1ccc(N2CC(C)Cn3c2nc2c3c(=O)n(Cc3ccc(C)cc3)c(=O)n2C)c(OC)c1 (stereo unspecified)	15.3	-0.3	-1.4	0.5	6.2	7.1	0.8	-1.7	1.4	2.3
CCCCOC(=O)C1CCCC(C)N1 (stereo unspecified)	11.1	-0.5	2.5	0.3	35.8	-1.9	-2.8	0.3	0.7	-13.6
COCC(C)Nc1nc(C)c(C(C)=O)s1 (stereo unspecified)	-0.3	-0.3	-6.2	0.3	11.1	-5.6	0.4	-1.1	1.4	6.0
COc1ccccc1Nc1nc2c(C)cccc2cc1C#N	5.8	4.0	-17.1	0.0	20.8	-1.1	3.7	1.6	.	-4.0
COc1cc(/C=C/C(=O)OCC(=O)NC(=O)NCc2ccccc2)ccc1OCC#N	-3.1	-0.3	-7.7	-0.5	10.6	-2.5	2.8	-0.6	0.7	-10.7
O=C(Nc1nnc([C@@H]2C[C@H](O)[C@@H](CO)O2)s1)c1cccc(C(F)(F)F)c1	-6.0	-0.3	.	0.0	.	-2.8	.	.	0.4	18.6
Cc1cc(OC(=O)c2cc(C(F)(F)F)cc(C(F)(F)F)c2)c([N+](=O)[O-])c(=O)[nH]1	-2.7	-0.2	-6.5	-0.2	21.2	-9.2	-4.1	0.7	0.3	-1.9
C[C@H](NC(=O)c1nc[nH]c1C(=O)N1CCN(c2ccccc2)CC1)C(=O)OCc1ccccc1	17.1	i	-15.0	-0.4	-2.8	-13.8	-3.6	1.2	0.7	12.9
COC(=O)c1cc(C#N)c(OC(C)C)nc1C	-4.4	-0.3	0.3	0.3	11.5	0.2	-0.4	0.6	0.4	-11.5
NC(CSC1(c2ccc(F)cc2)c2ccccc2-c2ccccc21)C(=O)O (stereo unspecified)	-0.8	i	.	-0.6	.	-3.0	.	.	1.7	-8.4
C[C@@H]1CC[C@]2(O[C@@H](CCO)C[C@@H](O)[C@@H]2O)O1	7.1	i	-3.7	-0.2	-15.5	-4.2	.	6.5	-0.5	-6.1
Cc1ccc(C(=O)O/N=C(\N)Cc2cccs2)c(Cl)c1	1.4	i	i	0.7	10.5	1.8	-2.1	5.7	.	.
CCc1nc(N2CCN(C(C)=O)CC2)c(C#N)c2c1COC(C)(C)C2	3.4	-0.2	-7.1	0.2	-4.3	4.1	-2.3	0.2	0.7	-26.4
CCN(Cc1ccncc1)C(=O)C1CCN(S(=O)(=O)c2cccs2)CC1	-7.8	i	-11.0	0.8	30.3	-0.3	-0.4	-1.6	.	6.0
C[C@]12c3[nH]c4ccc(Cl)cc4c3CCN1C(=O)[C@@H](CC(=O)NCCC1=CCCCC1)C[C@@H]2C(=O)N1CCOCC1	25.5	-1.0	-2.1	-0.2	.	-2.1	.	2.2	0.4	9.4
CCc1cc(=O)oc2c3c(cc(OCC(=O)N[C@H](C(=O)O)[C@H](C)CC)c12)OC(C)(C)CC3	7.0	1.5	-5.0	-3.1	-34.8	7.5	-4.8	-1.0	-1.3	-202.1
COc1ccc(NC(=O)C2c3ccccc3OCC(=O)N2Cc2ccco2)cc1 (stereo unspecified)	.	.	.	0.7	.	-9.1	.	.	1.1	-0.4
CC1Nc2ncnc(N3CCc4ccccc4C3)c2N(Cc2ccc(Cl)cc2)C1=O (stereo unspecified)	9.9	-0.4	3.9	2.0	.	9.6	.	-0.3	2.4	.
O=c1c2c3nc4ccccc4nc3n(/N=C/c3ccco3)c2ncn1CCC1=CCCCC1	-2.9	4.5	.	2.2	7.8	-1.4	.	-0.3	.	0.9
CCOc1ccc(OCC(=O)Nc2cccc(S(=O)(=O)NC3=NCCC3)c2)cc1	0.9	-4.0	0.0	0.3	.	-7.4	.	-1.4	0.8	8.9
